RXFP1 antag: RXFP1 (human) relaxin receptor antagonism; AID 1259400; activity change, negative = inhibition, % at 57.5 µM; HEK293-RXFP1, relaxin-stimulated cAMP HTRF, 30 min; active compounds read low; Q9HBX9; 350,000 tested, 0.59% active;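 active means activity change of -60% or lower, but not beyond a set lower limit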; further: on the % scale 0 is the no-effect control and ±100 the full control effect
D1 ag: agonists of human D1 dopamine receptor; HEK293 T-REx D1 cells, calcium flux, agonist mode; P21728; activation, % at 2 µM; 360,000 tested, 1% active; in the data active means activation above about 30%; further: 0% is about no effect
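Inducible HEK293 T-REx D1 cells, force-coupled to calcium signalling, were plated at 4000 cells/well with tetracycline and held overnight at 30 C. After no-wash calcium dye loading, compound-evoked calcium rise over 180 s flagged agonists.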
D2 PAM: D2 dopamine receptor (human) potentiation; HEK293 T-REx D2, calcium flux, EC20 dopamine potentiation; P14416; AID 485347; 340,000 tested, 0.34% active; potentiation, % at 10 µM;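 active means potentiation over 3 SD above the plate norm, cut at about 30% in these data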; further: 0% is about no effect
Target sequence (P14416 whole entry, looked up): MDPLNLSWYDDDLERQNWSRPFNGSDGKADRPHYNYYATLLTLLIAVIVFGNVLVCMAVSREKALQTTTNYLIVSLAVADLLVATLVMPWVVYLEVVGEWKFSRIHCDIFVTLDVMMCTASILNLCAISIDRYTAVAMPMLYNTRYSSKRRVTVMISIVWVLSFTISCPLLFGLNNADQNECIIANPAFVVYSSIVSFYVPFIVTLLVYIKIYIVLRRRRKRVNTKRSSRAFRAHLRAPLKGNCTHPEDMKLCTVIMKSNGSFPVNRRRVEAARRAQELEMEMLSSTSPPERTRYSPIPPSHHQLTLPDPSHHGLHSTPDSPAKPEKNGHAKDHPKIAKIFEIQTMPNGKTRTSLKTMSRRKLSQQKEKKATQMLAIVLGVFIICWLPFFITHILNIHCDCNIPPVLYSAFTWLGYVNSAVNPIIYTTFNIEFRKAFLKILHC
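Potentiation of an EC20 dopamine calcium response is measured in a force-coupled, tetracycline-inducible Hek293 Trex D2 line. Compound-only kinetic reads over 180 s flag agonists before dopamine addition.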
D1 antagonist: blocks dopamine activation of the human D1 receptor; P21728; activity change, negative = inhibition, % at 10 µM; HEK293 TREx D1 cells, calcium flux, dopamine EC80; active compounds read low; AID 504652; 360,000 tested, 3.2% active; in the data active means activity change below about -30%; further: on the % scale 0 is the no-effect control and ±100 the full control effect
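Calcium flux readout: force-coupled, inducible Hek293 Trex D1 line, cells induced overnight at 30 C with tetracycline, dye-loaded 30–90 min at RT. Antagonism scored against EC80 dopamine challenge given 180 s after compound.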
D2 agonist: agonists of human D2 dopamine receptor; P14416; HEK293 T-REx D2 cells, calcium flux agonist mode; activation, % at 2 µM; 340,000 tested, 0.53% active; AID 485358;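 active means activation over 3 SD above normal in the single-dose calcium agonist read, cut at about 30% in these data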; further: 0% is about no effect
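Tetracycline-induced HEK293 Trex cells with D2 receptor force-coupled to calcium signaling, plated overnight at 30 C and loaded with no-wash calcium dye. Calcium flux read kinetically for 180 s after compound addition; responses flag agonists.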
RXFP1 ag: activates the human relaxin receptor RXFP1. HEK293T-RXFP1 cAMP TR-FRET, 30 min; response scale: percent of porcine relaxin response, buffer zero. Potency, µM (doses to about 57.5 µM), inactives show at the highest dose activation, usual class: activators. 370,000 tested, 0.3% active; active means well fitted activation curve with a large enough effect; further: potency means the concentration at half of the fitted maximal effect; on the % scale 0 is the no-effect control and ±100 the full control effect; nearly all actives have a fitted effect of over 60% in size; many of its hits are not listed in these tables
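HEK293T cells stably expressing RXFP1 were pretreated with the PDE4 inhibitor Ro 20174, exposed to compounds for 30 min at 37C, lysed, and cAMP was read by TR-FRET. Data normalized to buffer (basal) and 29 nM porcine relaxin (100%).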
D1 PAM: human D1 dopamine receptor positive modulation; P21728; HEK293 TREx D1 cells, calcium flux, dopamine EC20 potentiation; potentiation, % at 10 µM; 360,000 tested, 0.036% active; AID 504651; in the data active means potentiation above about 30%; further: 0% is about no effect
TRHR PAM: allosteric enhancers of human TRH receptor | P34981 | TRHR cells, fluo-8 calcium fluorescence, EC20 TRH enhancement | enhancement, % at 2 µM | 360,000 tested, 0.66% active; in the data active means enhancement above about 30%; further: 0% is about no effect
Target sequence (P34981 whole entry, looked up): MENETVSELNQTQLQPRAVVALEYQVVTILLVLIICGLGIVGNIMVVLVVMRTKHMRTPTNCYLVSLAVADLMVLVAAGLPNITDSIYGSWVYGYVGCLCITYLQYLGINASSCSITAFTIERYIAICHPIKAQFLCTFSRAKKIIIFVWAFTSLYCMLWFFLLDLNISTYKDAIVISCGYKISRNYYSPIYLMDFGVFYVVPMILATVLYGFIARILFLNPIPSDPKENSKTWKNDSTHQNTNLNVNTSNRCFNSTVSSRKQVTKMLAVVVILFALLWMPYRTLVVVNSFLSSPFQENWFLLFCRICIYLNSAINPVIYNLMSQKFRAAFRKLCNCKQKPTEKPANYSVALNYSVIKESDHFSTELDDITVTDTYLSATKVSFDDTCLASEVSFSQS
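TRHR-expressing cells loaded with fluo-8 calcium dye were read kinetically (ex 480/em 530) during compound addition, then stimulated with an EC20 of TRH (10 nM final). Enhancement of the Gq-mediated intracellular calcium response was scored.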
D2 antag: antagonizes the human D2 dopamine receptor; P14416; HEK293 TREx D2 cells, calcium flux, dopamine EC80; inhibition, % at 10 µM; 340,000 tested, 2% active; AID 485344; in the data active means inhibition above about 30%; further: 0% is about no effect
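Overnight-induced (tetracycline, 30 C) HEK293 T-REx cells carrying force-coupled D2 receive a no-wash calcium dye, then compound, then EC80 dopamine at 180 s; signals are read kinetically throughout.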
Numbers without * were called inactive; x = not tested or not shown. These rows are one share of the data; count on the stated rates, not on these rows.

SMILES	RXFP1 ag	D2 agonist	D2 PAM	D2 antag	D1 antagonist	RXFP1 antag	D1 PAM	TRHR PAM	D1 ag
Cn1ncc2c(Nc3cc(C(F)(F)F)ccc3Cl)ncnc21	5.5%	0.9	0.1	x	-16.0	5.6	1.9	0.7	-2.9
COc1ccc(OCC(=O)NN2Cc3ccccc3C2=N)cc1	1.6%	0.3	3.3	11.5	-4.6	5.5	-3.3	17.2	0.2
Cc1ccccc1N1C(=O)c2ccccc2N2C(=O)c3ccccc3C12 (stereo not given)	-3.5%	0.4	10.5	-3.8	-3.2	-8.4	-1.8	-1.3	-1.8
O=C(NNC(=S)NC(=O)c1ccc(Br)cc1)c1cccc([N+](=O)[O-])c1	-2.5%	17.7	-5.9	-12.6	-4.5	-18.7	-1.2	-6.1	32.2*
O=C(COC(=O)CCc1nc2ccccc2s1)NC(=O)NCc1ccco1	0.1%	-1.4	25.4	-3.2	-0.9	-8.8	-6.2	6.2	3.0
COc1cccc(NC(=O)/C(C#N)=C\c2cn(Cc3ccc(Cl)cc3)c3ccccc23)c1	0.0%	1.9	-5.9	x	-20.8	-1.3	1.9	2.0	4.9
Cc1nn(CC(=O)Nc2ccc(Cl)cc2Cl)c(=O)c2ccccc12	14.9%	0.4	-4.9	2.8	10.5	0.4	3.7	22.3	1.6
CCOC(=O)C1CCN(c2c(NCc3ccc(N(C)C)cc3)c(=O)c2=O)CC1	-2.9%	-0.2	6.3	-6.3	-7.9	-12.4	-8.4	-0.8	1.7

Some of these compounds in order of formula weight, highest first.
SMILES	RXFP1 ag	D2 agonist	D2 PAM	D2 antag	D1 antagonist	RXFP1 antag	D1 PAM	TRHR PAM	D1 ag
COc1cccc(NC(=O)/C(C#N)=C\c2cn(Cc3ccc(Cl)cc3)c3ccccc23)c1	0.0%	1.9	-5.9	x	-20.8	-1.3	1.9	2.0	4.9
O=C(NNC(=S)NC(=O)c1ccc(Br)cc1)c1cccc([N+](=O)[O-])c1	-2.5%	17.7	-5.9	-12.6	-4.5	-18.7	-1.2	-6.1	32.2*
Cn1ncc2c(Nc3cc(C(F)(F)F)ccc3Cl)ncnc21	5.5%	0.9	0.1	x	-16.0	5.6	1.9	0.7	-2.9

Additional results.
SMILES	RXFP1 ag	D2 agonist	D2 PAM	D2 antag	D1 antagonist	RXFP1 antag	D1 PAM	TRHR PAM	D1 ag
COc1ccc(C)cc1NC(=O)CN1C(=O)COc2ccc(C)cc21	2.8%	-1.2	9.2	-1.9	7.7	-1.6	-2.1	-5.2	0.2
Cc1ccsc1C(=O)Nc1cccc(-n2cnnn2)c1	1.5%	0.1	0.2	1.7	25.3	11.8	-2.8	3.3	1.8
Cc1ccc(/C=N/NC(=O)c2ccc(C(=O)N/N=C/c3ccc(C)s3)o2)s1	-0.4%	0.2	19.3	-13.1	10.7	1.3	-3.0	-2.2	2.6
Cc1ccc(Nc2ncnc3c2nc2n3CCCC2)cc1F	0.8%	-0.2	-15.9	x	-15.3	6.4	-1.2	1.1	-1.3
COc1ccc(/C=C(\NC(=O)c2ccco2)C(=O)NCc2ccco2)cc1	-2.2%	-0.1	5.1	-7.5	-2.6	-16.1	12.6	15.1	0.5
COc1ccccc1NC(=O)COC(=O)COc1ccccc1F	-0.3%	-0.1	22.6	-3.4	13.7	5.4	-7.5	0.1	1.7
CCOc1ccc(Nc2cc3n(c(=O)n2)CCc2cc(OC)c(OC)cc2-3)cc1	0.0%	-0.6	21.6	6.0	-10.9	-0.9	0.8	8.2	0.6
COc1cc(OC)c(NC(=O)c2ccc3c(SCC(=O)O)c4c(nc3c2)CCCC4)cc1Cl	4.2%	0.9	1.8	-23.5	-17.7	-17.8	1.6	-1.9	2.9
O=C(O)c1ccc(COc2ccc([N+](=O)[O-])cc2)o1	0.5%	1.1	-2.7	0.9	7.4	5.6	14.8	15.8	2.4
O=C(NCc1ccccn1)C1CCC(CNS(=O)(=O)c2cccc3nsnc23)CC1 (stereo not given)	5.5%	0.0	-1.8	4.9	22.3	-27.3	-2.2	-6.5	6.9
O=C(CNc1ccc(C(F)(F)F)cc1[N+](=O)[O-])OCC(=O)c1ccccc1	0.7%	1.4	16.2	-4.7	-1.0	-1.0	-5.2	0.3	11.3
COC(=O)Cn1cnc(=O)c(C#N)c1/C=C/N(C)C	1.0%	-0.6	12.9	-15.6	6.8	-5.7	-6.5	4.1	2.0
CCN(CC)S(=O)(=O)c1ccc(NC(=O)COc2c(OC)cccc2OC)cc1	0.3%	0.8	12.8	3.5	-25.9	-7.2	-10.8	-0.8	7.9
O=C(NC(=S)Nc1ccc(N2CCOCC2)c(Cl)c1)C(c1ccccc1)c1ccccc1	2.3%	-1.2	-7.7	2.0	2.1	-5.9	-4.2	6.9	5.7
CCOc1cccc(CNCCCSc2nnnn2C)c1	-0.4%	-0.1	-30.9	x	-13.0	1.4	0.8	-17.0	0.2
CSc1cccc(NC(=O)C2CCN(S(C)(=O)=O)CC2)c1	1.2%	0.4	-7.5	10.8	1.8	-8.1	-4.7	-3.8	3.9
COc1cc(C)c(S(=O)(=O)N2CCOCC2)cc1C(C)C	-0.1%	-0.2	-4.6	-1.9	-19.8	8.3	-4.2	1.0	2.3
CCOC(=O)C1CCN(Cc2coc3c(Cl)cc(Cl)cc3c2=O)CC1	1.9%	0.1	1.1	-9.3	0.5	-17.2	-5.3	1.4	1.4
COc1ccc(N2CCN(C(=O)c3c(C)oc4nc(C)nc(N5CCCC5)c34)CC2)cc1	-0.8%	x	4.7	x	-1.9	7.2	-1.6	15.3	0.8
CC(C)C(NC(=O)c1c(F)cccc1F)C(=O)NCCc1ccc(S(N)(=O)=O)cc1 (stereo not given)	1.6%	1.5	14.0	-5.3	-5.9	4.7	4.6	5.1	1.9
COc1ccccc1CNC(=O)CN1C(=O)COc2ccc(S(=O)(=O)N3CCC(C)CC3)cc21	7.4%	23.9	-8.3	x	8.1	x	2.9	-5.5	2.5
CC(=O)Nc1cccc(Oc2nc(-c3ccccn3)nc3ccccc23)c1	2.9%	-2.8	-3.4	-18.4	5.6	-3.9	5.3	8.4	1.7
CSc1nc(Cl)cc(=O)[nH]1	0.4%	-0.4	-6.2	-22.5	-9.3	-0.6	-0.9	2.7	0.2
CCOC(=O)c1c(-c2ccccc2)oc2ccc(OCC(O)CN(C)C)cc12 (stereo not given)	4.9%	0.5	-9.7	1.5	-8.4	-36.4	-10.9	-10.5	28.6

Of the compounds above, these have a thiophene ring, fused or not.
SMILES	RXFP1 ag	D2 agonist	D2 PAM	D2 antag	D1 antagonist	RXFP1 antag	D1 PAM	TRHR PAM	D1 ag
Cc1ccsc1C(=O)Nc1cccc(-n2cnnn2)c1	1.5%	0.1	0.2	1.7	25.3	11.8	-2.8	3.3	1.8
Cc1ccc(/C=N/NC(=O)c2ccc(C(=O)N/N=C/c3ccc(C)s3)o2)s1	-0.4%	0.2	19.3	-13.1	10.7	1.3	-3.0	-2.2	2.6

Additional compounds
SMILES	RXFP1 ag	D2 agonist	D2 PAM	D2 antag	D1 antagonist	RXFP1 antag	D1 PAM	TRHR PAM	D1 ag
COC(=O)c1sc(N2C(=O)c3oc4ccccc4c(=O)c3C2c2cccc(O)c2)nc1C (stereo not given)	2.3%	0.4	2.5	-3.0	7.0	-12.8	7.3	3.9	-0.3
CCc1nc2nc(C)c(NS(=O)(=O)c3ccc(Cl)cc3)c(=O)n2[nH]1	2.2%	2.6	-16.8	18.3	19.4	0.0	2.6	2.3	-2.1
Cc1ccc(C)c(OCC(=O)Nc2ccc(N3CCOCC3)cc2)c1	0.0%	x	8.3	x	0.4	-4.3	-2.0	-7.7	6.3
O=C1/C(=C/c2ccccn2)SC(=S)N1Cc1ccccc1	-0.4%	1.1	-0.7	1.6	0.3	4.3	-1.6	-0.2	2.1
CCc1ccc(-n2c(C)cc(/C=N/NC(=O)c3ccncc3)c2C)cc1	-2.4%	-0.6	-2.4	-5.6	-25.9	-0.5	-7.7	-4.2	2.0
O=C(Nc1cccnc1)c1ccc(F)c(S(=O)(=O)N2CCOCC2)c1	-1.0%	0.5	-3.4	5.2	-5.4	6.8	-2.2	-5.3	2.0
COc1ccc(N2CCCn3c2nc2c3c(=O)n(CCc3ccccc3)c(=O)n2C)cc1	-1.8%	1.0	-0.8	-33.0	13.9	-15.5	-1.4	0.2	0.7
CCOC(=O)c1c(NC(=O)CSc2nc3c(c(=O)n(C)c(=O)n3C)n2C(C)C)sc(C)c1C	0.9%	0.2	-3.7	-9.9	5.3	10.4	6.7	7.2	1.3
CCNC(=O)COC(=O)c1cc(=O)[nH]c2ccccc12	0.7%	x	6.2	x	-4.0	0.6	-3.4	-0.7	1.6
C=CCc1cccc(/C=N/c2nc3ccccc3n2CC)c1O	5.0%	0.3	10.8	-19.4	-11.2	-7.1	-1.6	3.8	5.7
CC(=NCC1CCNCC1)C1=C(O)CC(C)(C)CC1=O	1.0%	0.5	3.4	14.2	-5.7	-1.4	-1.3	-1.0	1.4
Cc1cc(OCCn2ccnc2)cc(C)c1Cl	-3.3%	-0.6	-0.5	10.1	-0.7	-1.7	-0.8	-1.1	7.1
CCOc1ncccc1C(=O)Nc1nnc(C2CC2)s1	4.1%	2.3	37.0*	-26.8	-18.1	-12.7	-0.3	1.7	0.7
Cc1ccc(NC(=O)C2CCN(C(=O)NC3CCCCC3)CC2)cc1Cl	2.5%	-0.1	-16.1	8.6	-1.9	4.1	-9.5	-8.8	3.2
O=C(CSc1nnc(NC(=O)c2ccccc2F)s1)NC1CC1	-0.1%	-0.1	-4.4	12.2	3.3	-11.5	-5.3	-0.4	0.8
COc1ccc2c(C)cc(SCn3nnc4ccccc4c3=O)nc2c1	-0.8%	1.1	5.0	-3.0	2.7	4.6	-6.8	4.1	1.6
O=C(/C=C/Sc1ccccc1)c1ccccc1	2.6%	-0.9	14.4	-28.9	-14.1	-25.0	-8.0	4.3	2.5
O=C(NCc1ccccn1)c1c(O)c2c([nH]c1=O)CCCC2	0.5%	0.4	4.4	12.8	-2.1	7.9	-2.9	6.8	5.5
